EPAC1 ag: activates human EPAC1 exchange factor | O95398 | EPAC1 agonist qHTS, biochemical assay; response scale: 100% = response to 6.5 mM cAMP | Potency, µM (doses to about 154 µM), without a hit: at the highest dose activation, actives largely listed as activators | 0.073% of 360,000 active | AID 720707; also: potency is read from the fitted curve at half-maximal effect; nearly all actives have a fitted effect of over 60% in size
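Multi-concentration qHTS readout: loss of Rap1B-bound BODIPY-GDP fluorescence driven by 100 nM EPAC1 with excess GDP (50 uM), monitored kinetically at room temperature; agonist response expressed relative to 6.5 mM cAMP.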
IL2 activator: IL-2 activation; 0.065% of 360,000 active; activation, % (series mostly up to about 46 µM); IL-2 activation reporter assay, cell-based qHTS; stimulated with anti-CD3/CD4/CD28 beads; in transgenic mouse T cells; in the data active = activation above about 50%; inconclusive = mostly about 30% to 49%; also: 0% is about no effect
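Unstimulated transgenic mouse T cells, 750 per well, received compound and, after 60 minutes, anti-CD3/anti-CD4 bead plus anti-CD28 stimulation. EGFP and DsRed were quantified after 18 hours.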
FUS yeast rescue: rescues growth of FUS-expressing yeast; S. cerevisiae FUS-expressing, growth rescue, OD600, 24 h; Potency, µM (highest dose often 76.6 µM), for the others: at the top dose growth rescue (activation), usual class: activators; 0.24% of 390,000 active; AID 1347120;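 also: potency is read from the fitted curve at half-maximal effect; plate controls were DMSO vehicle for no effect and reference control for full effect; nearly all actives have a fitted effect of over 55% in size; some results filed as inactive show a strong effect at the top dose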
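Galactose (2%) drives FUS expression in yeast precultured in raffinose; seeding density OD 0.005. Test compounds incubated 24hr at 30C and 99% humidity before absorbance at 600 nm was measured.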
PI5P4Ka inh: blocks human PI5P4K alpha kinase activity | AID 652105 | P48426 | max response, % | PI5P4Kalpha enzyme, ADP-Glo luminescence, 60 min; active compounds read low | 1.2% of 330,000 active; active = max response of -50% or lower; inconclusive = between -30% and -50%; inactive = -30% or higher; also: value at the top dose of about 77 µM; % is scaled to controls: 0 for no effect and ±100 for the full control effect
Target sequence (P48426 whole entry, looked up): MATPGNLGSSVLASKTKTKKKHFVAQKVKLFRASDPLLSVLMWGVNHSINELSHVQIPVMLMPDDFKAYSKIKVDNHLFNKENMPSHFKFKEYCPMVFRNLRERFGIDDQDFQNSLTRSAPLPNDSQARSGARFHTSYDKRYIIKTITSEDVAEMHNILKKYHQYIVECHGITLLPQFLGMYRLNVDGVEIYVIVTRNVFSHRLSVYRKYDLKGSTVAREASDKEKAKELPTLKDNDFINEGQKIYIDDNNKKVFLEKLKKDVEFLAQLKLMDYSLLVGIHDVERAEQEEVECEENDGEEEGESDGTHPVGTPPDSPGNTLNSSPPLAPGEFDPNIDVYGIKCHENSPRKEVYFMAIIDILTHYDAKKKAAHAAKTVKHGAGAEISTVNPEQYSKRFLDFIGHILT
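Enzyme plus substrate dispensed, test compounds pinned in, then ATP (5 microM final) added. After 60 min at RT, ADP-Glo reagent 1 for 45 min and reagent 2 for 30 min preceded luminescence imaging.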
PLK1 PBD inh: PLK1 (human) polo-box domain binding inhibition; AID 720504; Potency, µM, inactives show max response, negative = inhibition, usual class: inhibitors; Plk1 PBD binding of FITC phosphopeptide, fluorescence polarization; P53350; 2.8% of 360,000 active; also: potency is read from the fitted curve at half-maximal effect; series mostly up to about 57 µM; % is scaled to controls: 0 for no effect and ±100 for the full control effect; nearly all actives have a fitted effect of over 65% in size
Target sequence (P53350 whole entry, looked up, the tested form may be a part): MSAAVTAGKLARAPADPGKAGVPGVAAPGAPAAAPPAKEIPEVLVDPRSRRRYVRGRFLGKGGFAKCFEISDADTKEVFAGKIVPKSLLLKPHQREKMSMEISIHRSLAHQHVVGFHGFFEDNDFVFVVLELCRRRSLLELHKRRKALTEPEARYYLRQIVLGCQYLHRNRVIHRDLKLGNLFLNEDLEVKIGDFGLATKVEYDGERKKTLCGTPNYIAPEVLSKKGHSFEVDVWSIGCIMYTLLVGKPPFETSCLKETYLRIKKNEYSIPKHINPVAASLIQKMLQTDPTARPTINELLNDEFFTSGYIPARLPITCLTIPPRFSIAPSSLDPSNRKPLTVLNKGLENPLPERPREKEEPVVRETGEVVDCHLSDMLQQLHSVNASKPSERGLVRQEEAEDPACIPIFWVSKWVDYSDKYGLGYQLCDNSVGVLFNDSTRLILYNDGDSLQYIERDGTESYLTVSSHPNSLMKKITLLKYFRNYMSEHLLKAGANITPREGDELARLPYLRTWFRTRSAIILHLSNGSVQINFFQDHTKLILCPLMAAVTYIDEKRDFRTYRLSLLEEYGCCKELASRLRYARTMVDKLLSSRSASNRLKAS
WRN helicase inh: blocks human WRN helicase; Q14191; WRN helicase unwinding, fluorescent forked duplex, kinetic; Potency, µM (titrated, usually from 114 µM), without a hit: at the highest dose activity change, negative = inhibition, most hits filed as inhibitors; 0.46% of 360,000 active; also: potency is read from the fitted curve at half-maximal effect; % is scaled to controls: 0 for no effect and ±100 for the full control effect; nearly all actives have a fitted effect of over 55% in size
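Enzyme (20 nM final) and test compound sit together 15 min at room temperature before substrate addition. Substrate is a single-forked duplex oligonucleotide (100 nM) labelled with fluorophore and quencher, with 2 mM ATP; helicase unwinding raises red fluorescence, read kinetically.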
EPAC1 antag: antagonists of human EPAC1; AID 720709; O95398; Potency, µM (highest dose often 115 µM), for the others: at the highest dose activity change, negative = inhibition, actives largely listed as inhibitors; EPAC1 GEF assay, Rap1b-BODIPY-GDP exchange fluorescence; 0.14% of 360,000 active;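 also: potency is read from the fitted curve at half-maximal effect; plate controls were vehicle for no effect and positive control for full effect; nearly all actives have a fitted effect of over 50% in size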
Abeta yeast res: restores growth of yeast expressing A-beta42 peptide; yeast expressing A-beta42, growth rescue, OD600, 48 h; response scale: 0% DMSO, 100% iron-clioquinol control; Potency, µM (top dose mostly 46.1 µM), for the others: at the top dose growth rescue, usual class: activators; 0.063% of 410,000 active; AID 1347071; also: potency is read from the fitted curve at half-maximal effect; nearly all actives have a fitted effect of over 55% in size
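Growth rescue measured by 600 nm absorbance after 48 h yeast culture at 30 C with compound. Values normalized between DMSO and an equimolar ferric chloride plus clioquinol control.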
The depositor's hits bear a star; ? = inconclusive; nt = not tested or not shown; & = joins results of further samples; [ ] = dose if it differs, or a comment. Unless noted, calls follow the shape of the dose curve; as a rule, active = well fitted curve in the direction sought with a large enough effect; inconclusive = small, poorly fitted or top-dose-only effect, or another doubt; inactive = no such curve, though single readings can be large; an effect the other way counts as inactive or inconclusive.

Results follow in this order: EPAC1 ag, IL2 activator, FUS yeast rescue, PI5P4Ka inh, PLK1 PBD inh, WRN helicase inh, EPAC1 antag, Abeta yeast res
Cc1nn(-c2cc(N(S(C)(=O)=O)S(C)(=O)=O)c(Cl)cc2Cl)c(=O)n1C
    -1%, -0.9, -8%, -4, -5%, -27%[57.1 µM], 6%, -5%
COc1ccc(-c2cnnc(N/N=C/c3ccc(OC)c(OC)c3)n2)cc1
    -3%, -0.7, 14%, 2, 6%, -29%[57.1 µM], 25%, -4%
CCOc1ccc(NC(=O)CCn2cccc2)cc1
    -6%, 0.4, 0%, -4, 2%, 5%, -2%, -2%
O=C(O)CCN(CCC(=O)O)c1ccccc1
    -2%, 1.3, 2%, 0, 0%, 2%, 13%, -6%
O=C(COc1ccc(Cl)cc1)Nc1ccc2[nH]ncc2c1
    6%, -0.2, 19%, -14, -1%, -5%, -23%, -7%
COc1ccc([N+](=O)[O-])cc1NC(=O)c1ccc(N2C(=O)CCC2=O)cc1
    8%, -1.8, -2%, -17, -3%, -6%, ?, -9%
CC1CN(S(=O)(=O)c2cn(C)c(=O)n(C)c2=O)CC(C)O1 (stereo unspecified)
    -5%, -0.8, -29%, -3, -9%, -6%, -4%, -18%
CC(=O)Oc1ccc2nc(-c3ccc(Br)o3)oc(=O)c2c1
    -3%, -2.5, -7%, -9, -2%, 3%, 12%, -9%
Cc1ccc(Cc2c(-c3ccco3)nc3c4ccccc4ccn23)cc1
    -3%, 0.5, 45%, -2, 3%, -3%, -6%, -20%
COc1ccc(-c2coc3cc(O)c(OC)cc3c2=O)cc1
    -21%, -0.7, -24%, -16, -15%, 1%, -3%, -2%
Cc1cc(F)ccc1NCC(=O)Nc1ccc(Br)cc1C
    5%, 0.5, nt, 35, -12%, ?, -6%, -44%[inhibitor]
Cc1cc(C(=S)N2CCOCC2)c(C)n1-c1ccc(Cl)cc1
    2%, -0.7, 10%, -24, ?, -7%, -10%, 25%
O=C(NC12CC3CC(CC(C3)C1)C2)c1ccc([N+](=O)[O-])o1
    3%, 1.4, -23%, -3, -10%, 1%, 3%, -45%[inhibitor]
Cc1cc(/C=C2/NC(=O)NC2=O)c(C)n1C
    7%, 0.5, 21%, -9, -2%, -5%[57.1 µM], 3%, -26%
O=C(CSc1nnnn1-c1ccccc1)Nc1ncc(Cc2cccc(Cl)c2Cl)s1
    0%, 2.1, -10%, -4, -4%, 1%, -4%, -1%
CCCCn1nnnc1C(c1ccccc1)N1CCN(CC)CC1 (stereo unspecified)
    15%, 0.5, -9%, -1, -5%, -1%, 0%, -5%
Cc1nc(SCC(=O)NC2CCCCC2C)c(C#N)c(C)c1C (stereo unspecified)
    -1%, -1.9, nt, -1, -2%, -2%, 0%, 12%
CN(C)S(=O)(=O)c1ccc(N2CCOCC2)c(C(=O)O)c1
    -1%, -1.1, 11%, -1, -2%, 1%, -7%, -13%
c1ccc(SCc2cn3cccnc3n2)nc1
    12%, -2.1, -23%, -1, -6%, -2%, -11%, -6%
CSC1=NCCN1C(=O)c1ccc2c(c1)OCO2
    4%, -1.2, -10%, -1, -7%, -5%, 9%, -8%
CC(=O)N1CCC(C(=O)Nc2ccc(S(=O)(=O)NCCc3ccccc3)cc2)CC1
    -3%, -0.6, 32%, -5, -9%, -23%, 0%, -5%
Cc1n(N)c2ccccc2[n+]1CC(=O)c1ccccc1
    6%, -5.5, 3%, -7, -21%, 19%, 7%, -8%
Cc1ccc(C)c(S(=O)(=O)N/N=C/c2ccc(N3CCOCC3)cc2)c1
    4%, -0.7, 14%, 2, -1%, -11%, -11%, ?
COc1ccccc1CCNC(=O)c1ccc(OC)c(OC2CCN(C(C)C)CC2)c1
    -5%, -0.5, 3%, 0, 3%, 8%, -5%, 1%
Cc1ccc(-n2c(C)cc(C(=O)Cn3nc(C(=O)O)c4ccccc4c3=O)c2C)cc1
    15%, -2.6, 29%, -3, -15%, -33%[57.1 µM], -14%, -2%
CCCOc1ccccc1C(=O)NCCCC(=O)O
    -4%, 0.8, -14%, 3, 0%, -6%, 3%, 7%
CCN(CC)CCOC(=O)c1cc(Cl)c(N)cc1OC
    -5%, 0.4, -21%, -2, -10%, 12%, 18%, -20%
O=C(NCCNC(=O)c1ccc(-c2cc(Cl)ccc2Cl)o1)c1cnccn1
    1%, -1.6, -3%, 3, -2%, -10%, 5%, -4%
O=C(CCC1CCCN(C(=O)COc2ccccc2)C1)N1CCN(c2ccccn2)CC1 (stereo unspecified)
    1%, -0.7, -6%, 2, 5%, -1%, 1%, 5%
COc1ccc(-c2nc(CN3CCC(C(=O)N4CCOCC4)CC3)c(C)o2)cc1C
    -4%, -1.9, 12%, 3, -1%, -4%, 18%, 10%

In the list so far, two contain bromine:
Results follow in this order: EPAC1 ag, IL2 activator, FUS yeast rescue, PI5P4Ka inh, PLK1 PBD inh, WRN helicase inh, EPAC1 antag, Abeta yeast res
CC(=O)Oc1ccc2nc(-c3ccc(Br)o3)oc(=O)c2c1
    -3%, -2.5, -7%, -9, -2%, 3%, 12%, -9%
Cc1cc(F)ccc1NCC(=O)Nc1ccc(Br)cc1C
    5%, 0.5, nt, 35, -12%, ?, -6%, -44%[inhibitor]

New compounds follow:
Results follow in this order: EPAC1 ag, IL2 activator, FUS yeast rescue, PI5P4Ka inh, PLK1 PBD inh, WRN helicase inh, EPAC1 antag, Abeta yeast res
CN1c2ccsc2C(O)=C(C(=O)Nc2ccccc2)S1(=O)=O
    4%, 2.9, ?, -23, -6%, 0%, 7%, 5%
COC(=O)C1C2C=CC3(CN(C4CCCC4)C(=O)C13)O2 (stereo unspecified)
    4%, 2.9, 1%, 1, -25%, -11%, -2%, -3%
COc1ccc(NC(=O)CO/N=C2\CCCc3nonc32)cc1
    12%, -1.5, -12%, -17, -6%, 6%, -2%, -5%
CCC1ON(C(C)C)C2c3nc4ccccc4n3CC12 (stereo unspecified)
    -9%, 0.2, -34%, 4, 3%, -5%, -9%, -12%
C=CCC1NS(=O)(=O)OC2CCCCC12 (stereo unspecified)
    -6%, 0.1, -21%, 6, -17%, 1%, -3%, 4%
O=C(C1CCCO1)N1CCN(S(=O)(=O)c2cc(C(F)(F)F)ccc2Cl)CC1 (stereo unspecified)
    -12%, 1.8, 4%, 5, 1%, 6%, 7%, 11%
CCOC(=O)c1c(C)nc2ccc(Cl)cc2c1-c1ccccc1
    10%, -5.0, ?, 21, -6%, -4%, ?, 16%
CC1CCCC(NC(=O)CCn2c(=S)oc3ccccc32)C1C (stereo unspecified)
    6%, -1.2, -6%, 6, -5%, 5%, -27%, 3%
CC1CCCCN1Cc1c(O)ccc2c(=O)c(-c3ccccc3)coc12 (stereo unspecified)
    12%, -1.0, -4%&1%, 3, -2%, -6%[57.1 µM], -5%, 1%&-5%
C/C(=N\NC(=O)C1CC1)c1ccc(OC(F)F)cc1
    3%, 0.2, -22%, 6, -2%, -3%, 1%, 2%
CCOC(=O)c1c(-c2ccc(Cl)cc2)c(C#N)c(=O)n(N)c1N
    3%, 3.5, -40%, -6, 5%, -14%, -2%, 7%[9.22 µM]
CC(Oc1cccnc1[N+](=O)[O-])C(=O)Nc1cccc(Cl)c1 (stereo unspecified)
    -12%, -0.6, -6%, 3, 1%, 2%, -27%, -1%
COc1ccc(-c2cn3ccccc3n2)cc1OC
    6%, -2.0, 5%, nt, -4%, -1%, 5%, -5%
O=C(NCc1ccccc1)C1CCCN(C(=O)Nc2ccccc2)C1 (stereo unspecified)
    -4%, -1.8, -9%, nt, 1%, 3%, 11%, 3%
CC(C)c1csc(CN2CCC(C(=O)Nc3cccc(-c4ccco4)c3)CC2)n1
    -11%, -1.2, 10%, -14, -5%, -4%, 5%, 6%
Cc1[nH]c2ccccc2c1C(=O)CSc1nccc(=O)[nH]1
    5%, -1.4, 4%, -7, ?, 0%, -17%, 1%
CCOCc1nnc(NC(C)=O)s1
    1%, -1.1, 7%, -1, -3%, -5%, -16%, 4%
CCOc1ccccc1NC(=O)c1ccc(C(=O)Nc2ccccc2OCC)nc1
    0%, -0.5, -1%, -5, 0%, -6%, 17%, -5%
CS(=O)(=O)Nc1ccc(C2=NN(S(C)(=O)=O)C(c3ccc4nccnc4c3)C2)cc1 (stereo unspecified)
    -4%, 0.8, 16%, -6, -2%, -9%, 18%, -8%
COc1ccc(C(=O)c2ccsc2N)cc1
    6%, 0.5, 23%, ?, -11%, -1%, -9%, 5%
CCOc1ccc2nc(SCC(=O)NCc3ccc(S(N)(=O)=O)cc3)[nH]c2c1
    12%, 0.1, 4%, 1, -5%, -8%, 6%, 10%
COc1cc(NC(=S)NC(=O)c2c(OC)cccc2OC)ccc1NC(=O)c1cccs1
    10%, -0.5, 12%, -9, -6%, -3%, -2%, 8%
O=C(NN1CC(=O)N(c2cc(Cl)cc(Cl)c2)CC1=O)c1cccs1
    3%, -0.5, -5%, -4, -15%, -2%, ?, -2%

In the list so far, these contain a thiophene ring, fused or not:
Results follow in this order: EPAC1 ag, IL2 activator, FUS yeast rescue, PI5P4Ka inh, PLK1 PBD inh, WRN helicase inh, EPAC1 antag, Abeta yeast res
CN1c2ccsc2C(O)=C(C(=O)Nc2ccccc2)S1(=O)=O
    4%, 2.9, ?, -23, -6%, 0%, 7%, 5%
COc1ccc(C(=O)c2ccsc2N)cc1
    6%, 0.5, 23%, ?, -11%, -1%, -9%, 5%
COc1cc(NC(=S)NC(=O)c2c(OC)cccc2OC)ccc1NC(=O)c1cccs1
    10%, -0.5, 12%, -9, -6%, -3%, -2%, 8%
O=C(NN1CC(=O)N(c2cc(Cl)cc(Cl)c2)CC1=O)c1cccs1
    3%, -0.5, -5%, -4, -15%, -2%, ?, -2%

A few values from the list:
For WRN helicase inh, `COc1ccc(-c2cn3ccccc3n2)cc1OC` shows -1%
For FUS yeast rescue, `CC(Oc1cccnc1[N+](=O)[O-])C(=O)Nc1cccc(Cl)c1` (stereo unspecified) shows -6%

From PubChem BioAssay

The order is random. About 4.1% of those tested had a hit in this group.
